Bioassay records (PubChem BioAssay)
BoNT A protease: inhibitors of Botulinum neurotoxin A light chain protease; inhibition, % at 10 µM; multiplex microsphere protease substrate cleavage, flow cytometry; 0.17% of 360,000 active; AID 588499; note: plate controls were buffer without enzyme for full effect and enzyme alone for no effect
VHR inh abs: blocks human VHR1 dual specificity phosphatase. P51452. recombinant VHR phosphatase, pNPP absorbance. inhibition, % at 13.3 µM. 0.52% of 290,000 active; in the data active = inhibition above about 50%; note: some compounds called inactive have numbers as strong as hits
Target sequence (P51452 whole entry, looked up): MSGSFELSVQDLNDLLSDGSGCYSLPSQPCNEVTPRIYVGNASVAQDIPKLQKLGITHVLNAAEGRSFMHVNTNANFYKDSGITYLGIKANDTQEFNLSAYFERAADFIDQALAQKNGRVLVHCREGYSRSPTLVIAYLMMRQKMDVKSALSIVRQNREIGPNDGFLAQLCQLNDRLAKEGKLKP
Anthrax LF prot: inhibitors of Bacillus anthracis lethal factor protease; P15917; multiplex microsphere protease cleavage assay, LF; inhibition, % at 10 µM; 0.12% of 360,000 active; note: plate controls were buffer without enzyme for full effect and enzyme alone for no effect
MazF activator: activators of E. coli MazEF toxin-antitoxin RNase; P0AE70; FAM/BHQ RNA-DNA oligo cleavage fluorescence, 5 h; activation, % at 20 µM; 0.32% of 350,000 active; in the data active = activation above about 50%
Target sequence (P0AE70 whole entry, looked up): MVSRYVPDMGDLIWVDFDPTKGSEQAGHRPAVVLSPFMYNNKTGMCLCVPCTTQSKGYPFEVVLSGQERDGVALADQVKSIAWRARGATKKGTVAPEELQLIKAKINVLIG
Rv3671c protease: Rv3671c (M. tuberculosis) protease inhibition; P9WHR9; inhibition, % at 5.96 µM; 0.048% of 320,000 active; AID 2606; in the data active = inhibition above about 38%;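 note: extracellular domain of Rv3671c used as enzyme; 0% = enzyme with DMSO and 100% = no enzyme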
Target sequence (P9WHR9 whole entry, looked up, the tested form may be a part): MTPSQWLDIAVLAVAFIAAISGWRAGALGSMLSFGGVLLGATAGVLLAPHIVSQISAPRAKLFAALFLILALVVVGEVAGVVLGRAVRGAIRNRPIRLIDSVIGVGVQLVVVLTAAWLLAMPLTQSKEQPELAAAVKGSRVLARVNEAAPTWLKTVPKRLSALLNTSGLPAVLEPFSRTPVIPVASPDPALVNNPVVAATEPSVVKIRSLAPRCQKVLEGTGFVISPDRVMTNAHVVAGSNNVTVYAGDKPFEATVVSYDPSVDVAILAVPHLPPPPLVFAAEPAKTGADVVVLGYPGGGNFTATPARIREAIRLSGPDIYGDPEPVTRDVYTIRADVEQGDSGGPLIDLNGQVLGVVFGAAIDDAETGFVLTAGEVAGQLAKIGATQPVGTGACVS
PriA SSB inh: K. pneumoniae PriA-SSBct interaction inhibition. AlphaScreen SSBct-PriA binding, biotinylated peptide. inhibition, % at 33 µM. 0.6% of 430,000 active. AID 1272365; in the data active = inhibition mostly above about 37%, no sharp cut-off; inactive = mostly below about 20%;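 note: plate controls were negative control peptide for no effect and reference peptide for full effect; strong numbers were not always called active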
CCHF vOTU inh: CCHFV vOTU protease inhibition | Pep-AMC fluorescence | inhibition, % at 11.5 µM | 0.55% of 370,000 active; in the data active = inhibition above about 30%; note: 0% = vehicle wells with enzyme and 100% = no enzyme wells
SARS 3CLpro inh: SARS-CoV 3CLpro protease inhibition; P0C6X7; recombinant SARS-CoV 3CLpro, quenched FRET peptide cleavage; inhibition, % at 6 µM; 0.14% of 290,000 active; in the data active = inhibition above about 12%
PrPC TRFRET: cell surface PrPC inhibition, primary TR-FRET screen; TR-FRET read-out; inhibition, % at 13.8 µM; 0.43% of 370,000 active; in the data active = inhibition above about 24%; note: 0% = median of the test wells and 100% = reference compound wells
BoNT F protease: inhibitors of Botulinum neurotoxin F light chain protease | AID 588497 | Multiplex microsphere protease cleavage assay, flow cytometry | inhibition, % at 10 µM | 0.22% of 360,000 active; in the data active = inhibition above about 35%, passing the limit was not always enough; inconclusive = no clear call, values can overlap the other calls; note: plate controls were buffer without enzyme for full effect and enzyme alone for no effect
* marks the source's active call; other numbers are inactive results. Cut-off read from the data, not from the text of the source, unless noted: active = inhibition above about 30%; inconclusive = no clear call, values can overlap the other calls; inactive = below that. A portion of the library (hit frequency here may not be typical).

`CN(CC(=O)Nc1ccc(Cl)c(C(F)(F)F)c1)C(=O)CCN1C(=O)C2CC=CCC2C1=O` (centres undefined) gave BoNT A protease -0.6, Anthrax LF prot -2.5, MazF activator -5.0, Rv3671c protease -0.3, PriA SSB inh -8.0, CCHF vOTU inh 28.5, PrPC TRFRET 1.8 and BoNT F protease 8.7.
For COc1ccc(N(CC(=O)Nc2cc([N+](=O)[O-])ccc2C)S(C)(=O)=O)cc1OC the results were BoNT A protease -0.2, VHR inh abs -3.2, Anthrax LF prot 6.8, MazF activator -11.7, Rv3671c protease -4.2, PriA SSB inh -2.9, CCHF vOTU inh 18.0, SARS 3CLpro inh 5.5, PrPC TRFRET -5.6 and BoNT F protease 3.8.
`CCOC(=O)C1(C)CCCN1C(=O)c1csnn1` (centres undefined) gave BoNT A protease 0.2, Anthrax LF prot -3.9, CCHF vOTU inh 15.2, PrPC TRFRET 9.8 and BoNT F protease 4.2.
For O=C(Cn1nnc2ccccc2c1=O)NCc1ccc(Cl)cc1 the results were BoNT A protease -0.9, VHR inh abs 2.8, Anthrax LF prot -7.2, MazF activator -1.6, Rv3671c protease -4.5, PriA SSB inh -18.5, CCHF vOTU inh 6.5, SARS 3CLpro inh -0.2, PrPC TRFRET -19.0 and BoNT F protease -8.1.
Screening O=C(NCc1ccccc1)N1CCN(CCO)CC1 returned BoNT A protease -1.8, Anthrax LF prot 8.3, MazF activator 3.1, Rv3671c protease 0.7, PriA SSB inh -7.9, CCHF vOTU inh 11.4, SARS 3CLpro inh -3.3, PrPC TRFRET 2.1 and BoNT F protease inconclusive.
Screening CC(C)(C)NC(=O)NC(=O)COC(=O)C1c2ccccc2Oc2ccccc21 returned BoNT A protease -0.5, VHR inh abs 1.8, Anthrax LF prot 1.4, MazF activator -20.8, Rv3671c protease -2.2, PriA SSB inh 0.3, CCHF vOTU inh 11.2, SARS 3CLpro inh 11.1, PrPC TRFRET -0.9 and BoNT F protease -1.2.
C=C(C)COc1ccc(C2NC(=O)c3ccccc3O2)cc1OCC (centres undefined) was read as BoNT A protease -2.4, VHR inh abs 20.5, Anthrax LF prot 1.6, MazF activator 3.3, PriA SSB inh -3.2, CCHF vOTU inh 1.0, SARS 3CLpro inh 8.2, PrPC TRFRET 2.6 and BoNT F protease inconclusive.
Screening CCOC(=O)CN1CC23C=CC(O2)C(C(=O)Nc2ccc(F)cc2)C3C1=O (centres undefined) returned BoNT A protease 0.0, VHR inh abs 5.0, Anthrax LF prot -1.0, MazF activator 0.9, Rv3671c protease 6.8, PriA SSB inh -1.4, CCHF vOTU inh -3.0, SARS 3CLpro inh -4.5, PrPC TRFRET -6.6 and BoNT F protease -1.0.
CCCCC1CCc2[nH]nc(C(=O)O)c2C1 (centres undefined) was read as BoNT A protease -0.3, Anthrax LF prot -0.3, MazF activator 4.1, Rv3671c protease 0.0, PriA SSB inh 3.0, CCHF vOTU inh 4.5, PrPC TRFRET 1.1 and BoNT F protease -7.0.
Screening CCOC(=O)[C@@H](NC(=O)CC[C@H]1O[C@@H](n2ccc(=O)[nH]c2=O)[C@H](O)[C@@H]1O)C(C)C returned BoNT A protease -0.6, Anthrax LF prot -8.7, CCHF vOTU inh -6.8, PrPC TRFRET -2.2 and BoNT F protease -22.0.
Screening COc1ccccc1CNC(=O)c1cc2c(s1)CS(=O)(=O)C2 returned BoNT A protease 0.2, VHR inh abs -2.4, Anthrax LF prot 1.4, MazF activator -0.1, Rv3671c protease 1.9, PriA SSB inh 3.2, CCHF vOTU inh -8.7, SARS 3CLpro inh -3.1, PrPC TRFRET 0.7 and BoNT F protease 3.6.
For CCN(C(=O)CSc1nnc(-c2ccccc2)o1)c1c(N)n(Cc2ccccc2)c(=O)[nH]c1=O the results were BoNT A protease -0.3, VHR inh abs -5.2, Anthrax LF prot -0.9, MazF activator 11.5, Rv3671c protease -1.5, PriA SSB inh 0.5, CCHF vOTU inh -8.7, SARS 3CLpro inh 4.0, PrPC TRFRET 4.5 and BoNT F protease -2.0.
For Cc1cc(C)c2c(-n3cccc3)c(NC(=O)OCc3ccccc3)sc2n1 the results were BoNT A protease -0.9, VHR inh abs 24.5, Anthrax LF prot -5.1, MazF activator 5.9, Rv3671c protease -5.2, PriA SSB inh -11.0, CCHF vOTU inh 6.5, SARS 3CLpro inh -3.9, PrPC TRFRET -1.4 and BoNT F protease 4.3.
Screening C=CCN(C(=O)CSC1=NC(=O)CN1C(C)=O)c1nc(C)c(-c2ccccc2)s1 returned BoNT A protease -2.7, VHR inh abs 2.5, Anthrax LF prot -9.0, MazF activator -5.3, Rv3671c protease -20.0, PriA SSB inh -2.8, CCHF vOTU inh 9.2, SARS 3CLpro inh -0.4, PrPC TRFRET 4.0 and BoNT F protease -20.7.
Screening NC(=O)CSc1nnnn1-c1ccccc1Cl returned BoNT A protease -0.7, VHR inh abs 17.5, Anthrax LF prot 0.0, MazF activator 6.4, Rv3671c protease 7.8, PriA SSB inh -3.4, CCHF vOTU inh 15.2, SARS 3CLpro inh 2.9, PrPC TRFRET -2.6 and BoNT F protease -1.8.
`COc1ccc(Br)cc1CNC(=O)c1ccc2c(c1)N(C)CCS2` gave BoNT A protease -1.4, VHR inh abs 25.2, Anthrax LF prot -1.8, MazF activator -6.0, Rv3671c protease 0.3, PriA SSB inh -4.6, CCHF vOTU inh -31.0, SARS 3CLpro inh 1.8, PrPC TRFRET 36.5* and BoNT F protease -0.5.
For O=C(NCC(c1ccc(F)cc1)N1CCOCC1)c1ccc(-c2ccccc2)cc1 (centres undefined) the results were BoNT A protease 0.1, Anthrax LF prot -12.2, MazF activator 2.8, Rv3671c protease -2.5, PriA SSB inh -8.0, CCHF vOTU inh 4.9, PrPC TRFRET 1.1 and BoNT F protease -3.8.
`COc1cc(C)c(C)cc1S(=O)(=O)NC1CC(C)(C)NC(C)(C)C1` gave BoNT A protease 0.7, VHR inh abs 8.8, Anthrax LF prot -11.2, MazF activator -1.2, Rv3671c protease 1.9, PriA SSB inh 0.3, CCHF vOTU inh 1.8, SARS 3CLpro inh -4.0, PrPC TRFRET -1.7 and BoNT F protease inconclusive.
COc1ccc(CC(=O)OCC(=O)Nc2cccc(Br)c2)cc1 was read as BoNT A protease -0.1, VHR inh abs 9.0, Anthrax LF prot -3.3, MazF activator 9.7, Rv3671c protease -6.1, PriA SSB inh -11.9, CCHF vOTU inh 7.8, SARS 3CLpro inh -0.7, PrPC TRFRET 7.9 and BoNT F protease 4.4.
For NC(Cc1ccccc1)c1nn[nH]n1 (centres undefined) the results were BoNT A protease 0.1, Anthrax LF prot 0.4, MazF activator -1.8, PriA SSB inh -5.3, CCHF vOTU inh 9.6, PrPC TRFRET -2.9 and BoNT F protease -11.3.
Screening Cc1nc(C)c2c(c1C(F)(F)F)-c1ccccc1C2(F)F returned BoNT A protease -0.5, VHR inh abs 6.3, Anthrax LF prot 1.0, MazF activator -0.1, Rv3671c protease -4.5, PriA SSB inh -7.9, CCHF vOTU inh 10.8, SARS 3CLpro inh 1.0, PrPC TRFRET -0.2 and BoNT F protease 0.2.
`Cc1nc2ccc(S(=O)(=O)NCC(=O)O)cc2s1` gave BoNT A protease 0.1, VHR inh abs -1.5, Anthrax LF prot 0.4, MazF activator 9.4, Rv3671c protease 0.8, PriA SSB inh 3.7, CCHF vOTU inh -6.0, SARS 3CLpro inh 0.5, PrPC TRFRET -3.9 and BoNT F protease -8.9.
Screening Cc1cc(-c2c(C)[nH]n(-c3ccccc3)c2=O)n(-c2ccccc2)n1 returned BoNT A protease -1.7, VHR inh abs 3.6, Anthrax LF prot -2.6, MazF activator 7.3, Rv3671c protease -8.8, PriA SSB inh -16.7, CCHF vOTU inh -12.7, SARS 3CLpro inh 6.1, PrPC TRFRET -1.1 and BoNT F protease 13.2.
Screening COc1ccc(CCNC2CC(=O)N(CCc3ccccc3)C2=O)cc1 (centres undefined) returned BoNT A protease -1.1, VHR inh abs -1.7, Anthrax LF prot -1.5, MazF activator 2.1, Rv3671c protease 0.6, PriA SSB inh -4.8, CCHF vOTU inh -9.4, SARS 3CLpro inh -1.1, PrPC TRFRET 0.6 and BoNT F protease -14.0.
For O=C(NCc1ccc(F)cc1)c1ccc(N2CCOCC2)c([N+](=O)[O-])c1 the results were BoNT A protease -0.2, VHR inh abs 2.1, Anthrax LF prot 2.7, MazF activator -2.3, Rv3671c protease -8.1, PriA SSB inh 7.3, CCHF vOTU inh -8.0, SARS 3CLpro inh -5.9, PrPC TRFRET -9.2 and BoNT F protease 13.2.
For O=C(CSCC(=O)NC1CC1)Nc1ccccc1 the results were BoNT A protease -1.1, VHR inh abs 21.1, Anthrax LF prot -0.8, MazF activator 5.2, Rv3671c protease 0.9, PriA SSB inh -21.9, CCHF vOTU inh -6.8, SARS 3CLpro inh 3.9, PrPC TRFRET 7.8 and BoNT F protease 1.3.
`CCOC(=O)C1(Cc2cccc(OC)c2)CCCN(C(=O)c2ccc(OC)o2)C1` (centres undefined) gave BoNT A protease 2.7, VHR inh abs 7.4, Anthrax LF prot -1.5, MazF activator -1.6, Rv3671c protease 2.0, PriA SSB inh 5.1, CCHF vOTU inh -10.7, SARS 3CLpro inh 3.0, PrPC TRFRET 2.4 and BoNT F protease -3.1.
`Cc1ccc(SCc2ccc(C(=O)NCc3ccncc3)cc2)cc1` gave BoNT A protease 1.7, VHR inh abs -12.1, Anthrax LF prot -0.2, MazF activator -6.5, Rv3671c protease 0.2, PriA SSB inh -8.0, CCHF vOTU inh 2.9, SARS 3CLpro inh 0.1, PrPC TRFRET 5.0 and BoNT F protease 3.7.
`CC1CN=C(N(C(=O)Nc2ccccc2)C(C)C)S1` (centres undefined) gave BoNT A protease -0.4, VHR inh abs 26.7, Anthrax LF prot -4.7, MazF activator -8.9, Rv3671c protease 1.3, PriA SSB inh -9.3, CCHF vOTU inh -2.0, SARS 3CLpro inh 0.8, PrPC TRFRET 1.8 and BoNT F protease -10.3.
Screening O=C(NN=Cc1cccc([N+](=O)[O-])c1)c1cc(-c2cccnc2)nc2ccccc12 returned BoNT A protease -0.3, Anthrax LF prot -10.6, MazF activator 11.8, Rv3671c protease 5.1, PriA SSB inh -10.3, CCHF vOTU inh -8.5, PrPC TRFRET 0.6 and BoNT F protease -3.5.
Screening O=C(NCCc1ccncc1)c1ccccc1F returned BoNT A protease 2.8, VHR inh abs -1.0, Anthrax LF prot 1.0, MazF activator 8.6, Rv3671c protease -1.0, PriA SSB inh -4.9, CCHF vOTU inh -2.9, SARS 3CLpro inh -6.6, PrPC TRFRET 2.5 and BoNT F protease 4.1.

4 compounds out of the list, arranged by molecular weight, lowest first.
For O=C(Cn1nnc2ccccc2c1=O)NCc1ccc(Cl)cc1 the results were BoNT A protease -0.9, VHR inh abs 2.8, Anthrax LF prot -7.2, MazF activator -1.6, Rv3671c protease -4.5, PriA SSB inh -18.5, CCHF vOTU inh 6.5, SARS 3CLpro inh -0.2, PrPC TRFRET -19.0 and BoNT F protease -8.1.
C=C(C)COc1ccc(C2NC(=O)c3ccccc3O2)cc1OCC (centres undefined) was read as BoNT A protease -2.4, VHR inh abs 20.5, Anthrax LF prot 1.6, MazF activator 3.3, PriA SSB inh -3.2, CCHF vOTU inh 1.0, SARS 3CLpro inh 8.2, PrPC TRFRET 2.6 and BoNT F protease inconclusive.
`COc1cc(C)c(C)cc1S(=O)(=O)NC1CC(C)(C)NC(C)(C)C1` gave BoNT A protease 0.7, VHR inh abs 8.8, Anthrax LF prot -11.2, MazF activator -1.2, Rv3671c protease 1.9, PriA SSB inh 0.3, CCHF vOTU inh 1.8, SARS 3CLpro inh -4.0, PrPC TRFRET -1.7 and BoNT F protease inconclusive.
For CCN(C(=O)CSc1nnc(-c2ccccc2)o1)c1c(N)n(Cc2ccccc2)c(=O)[nH]c1=O the results were BoNT A protease -0.3, VHR inh abs -5.2, Anthrax LF prot -0.9, MazF activator 11.5, Rv3671c protease -1.5, PriA SSB inh 0.5, CCHF vOTU inh -8.7, SARS 3CLpro inh 4.0, PrPC TRFRET 4.5 and BoNT F protease -2.0.
